Assay outcomes (PubChem BioAssay)
HIF-2a block: HIF-2a inhibition; 786-0 RCC cells HIF-2a reporter, luciferase luminescence, overnight; inhibition, % at 18.8 µM; 360,000 tested, 0.72% active; AID 624352;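 active means inhibition of the luminescence signal of 40% or more relative to plate controls, in a single-dose primary screen at 18.75 µM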
PDI inh: blocks human protein disulfide isomerase activity | P07237 | PDI insulin aggregation turbidity, A650, 90 min | inhibition, % at 10 µM | 350,000 tested, 0.052% active | AID 588391;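 active means mean inhibition across replicates of 30% or more, whatever share of single replicates reach that level; inconclusive means mean inhibition below 30% while every single replicate reaches 30%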;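 further: absorbance from insulin aggregation driven by PDI reduction with DTT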
Target sequence (P07237 whole entry, looked up): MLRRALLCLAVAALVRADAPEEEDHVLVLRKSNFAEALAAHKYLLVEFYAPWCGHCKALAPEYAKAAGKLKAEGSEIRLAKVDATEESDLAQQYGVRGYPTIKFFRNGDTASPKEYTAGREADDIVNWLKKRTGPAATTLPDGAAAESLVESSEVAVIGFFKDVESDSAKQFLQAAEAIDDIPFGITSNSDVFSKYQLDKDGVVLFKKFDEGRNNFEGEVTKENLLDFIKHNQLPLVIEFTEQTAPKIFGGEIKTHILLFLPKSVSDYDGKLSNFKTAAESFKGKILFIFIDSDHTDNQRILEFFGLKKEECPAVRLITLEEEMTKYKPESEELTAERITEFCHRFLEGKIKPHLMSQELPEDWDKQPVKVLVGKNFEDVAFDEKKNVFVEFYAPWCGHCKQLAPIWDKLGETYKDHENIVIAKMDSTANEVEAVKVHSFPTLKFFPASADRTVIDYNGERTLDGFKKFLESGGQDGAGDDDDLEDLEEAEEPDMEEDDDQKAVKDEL
Peg3 promoter: inhibitors of Peg3 promoter; inhibition, % at 20 µM; HeLa PEG-Prom luciferase reporter, luminescence, overnight; 360,000 tested, 1.7% active;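 active means inhibition of at least 50% at 20 µM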
CaV13 FRET inh: Disruptors of the CACNA1D IQ motif to Ca2+-dependent inactivation inhibitor domain association, primary screening, Förster resonance energy transfer in intact living …. AID 743397. inhibition, % at 12.3 µM. 340,000 tested, 0.098% active. HEK cells, CFP/YFP FRET ICDI-IQ, plate reader, 10 min; percent FRET-ratio fall versus neutral wells;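 active means mean replicate inhibition of at least 30% and at least 1% of replicates passing that level; inconclusive means only one of the two criteria is met; inactive means neither criterion is met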;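 further: 0% = median of the neutral control wells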
NR2E3 ag-1: agonists of human nuclear receptor NR2E3; 320,000 tested, 0.12% active; AID 2300; Q9Y5X4; GST-NR2E3/biotin-RetCOR TR-FRET, 1536-well; inhibition of corepressor binding, % at 4.78 µM;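 active means percent inhibition above the cutoff of mean plus 3 SD of all tested compounds, set per screening campaign, cut at about 20% in these data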;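 further: 0% = DMSO wells and 100% = biotin wells as full block of FRET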
Target sequence (Q9Y5X4 whole entry, looked up): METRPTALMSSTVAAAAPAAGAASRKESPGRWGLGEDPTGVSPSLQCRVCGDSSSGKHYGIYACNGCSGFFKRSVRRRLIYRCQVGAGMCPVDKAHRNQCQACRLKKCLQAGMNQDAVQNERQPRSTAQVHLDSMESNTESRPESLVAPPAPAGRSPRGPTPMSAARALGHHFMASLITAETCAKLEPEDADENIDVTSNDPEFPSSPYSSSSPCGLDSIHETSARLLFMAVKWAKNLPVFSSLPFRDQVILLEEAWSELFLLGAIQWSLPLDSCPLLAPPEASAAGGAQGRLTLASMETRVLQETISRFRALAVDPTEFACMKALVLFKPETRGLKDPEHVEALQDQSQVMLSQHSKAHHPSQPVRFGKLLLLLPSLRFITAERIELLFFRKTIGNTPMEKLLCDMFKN
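Format: 1536-well format; test system: GST-NR2E3 and biotin-RetCOR proteins; read-out basis: percent inhibition of TR-FRET ratio; timing: 5 h incubation at 4 °C; detection: time-resolved FRET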
aDG glyco up: alpha-DG glycosylation activation; 360,000 tested, 0.22% active; Pro5-aDG cells, alpha-DG glycosylation AlphaScreen (IIH6); 0% Pro5, 100% B10-LARGE cell signal; activation, % at 10 µM;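 active means activation of at least 8% versus controls, or a plate z-score of at least 8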;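 further: Pro5 are CHO cells carrying HIG-tagged alpha-DG that lacks glycosylation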
hiPSC survival: enhancers of human iPSC single-cell survival | hiPSC single-cell survival, ATPlite luminescence; 100% = ROCK inhibitor wells, 0% = DMSO | AID 602274 | survival enhancement, % at 20 µM | 360,000 tested, 0.044% active; in the data active means survival enhancement above about 18%;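 further: cells exposed to compounds for 16 hours before the ATP read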
NR2E3 ag-2: agonists of human NR2E3 nuclear receptor | 360,000 tested, 0.35% active | inhibition of corepressor binding, % at 3.98 µM | CHO-S Gal4-NCOR/VP16-NR2E3 two-hybrid, luciferase | AID 602229;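 active means inhibition above the mean of all tested compounds plus 3 SD, cut at about 70% in these data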;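 further: 0% = DMSO with NR2E3 transfected cells and 100% = cells lacking NR2E3 construct; higher means lower luciferase signal from less NR2E3 corepressor binding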
Exocytosis inh: lytic granule exocytosis inhibition; inhibition, % at 10 µM; 360,000 tested, 0.66% active; TALL-104 LAMP-1 surface exposure, flow cytometry; cells stimulated with thapsigargin and PMA; AID 651702;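 active means inhibition above about 55%, limit read from the data; inconclusive means no clear call, values can overlap the other calls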
Vif inh: HIV Vif inhibition. HEK293T cells, Vif self-association by quenched fluorescence, imaging, 24 h. inhibition, % at 7.49 µM. 340,000 tested, 0.35% active. AID 602346; in the data active means inhibition above about 50%, passing the limit was not always enough; inconclusive means no clear call, values can overlap the other calls; inactive means below about 31%; further: some results filed as inactive read as strong as hits
MITF TRPM1 inh: inhibitors of MITF-driven TRPM1 promoter in melanoma cells; 330,000 tested, 0.83% active; inhibition, % at 12.5 µM; SK-MEL-5 TRPM1 promoter luciferase, 24 h;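 active means mean inhibition across replicates of 60% or more, whatever share of single replicates reaches that level; inconclusive means some that reach 60%, reason not given; inactive means mean inhibition across replicates below 60%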; further: values of inactives mirror those of a sister screen read the other way
An asterisk follows results filed as active; i = inactive; ? = inconclusive; nt = not tested or not shown.

The first 9 compounds (preview)
#1 COc1cccc(C(C(=O)NCC2CCCO2)N(CC2CCCO2)C(=O)CN2C(=O)c3ccccc3S2(=O)=O)c1 (configuration not stated)
#2 O=[N+]([O-])c1cccc(-c2nc3ccccc3s/c2=N/O)c1
#3 CN(C)c1ccc(C(=O)Nc2cc(C(F)(F)F)ccc2-n2cncn2)cc1
#4 Cc1cccc(NC(=S)N2CCCCC2c2cccnc2)c1C (configuration not stated)
#5 CC(=O)Nc1ccc(C(=O)OCC(=O)NC2CCCCCCC2)cc1
#6 CCOC(=O)N1CCN(C(=O)CCc2ccc(S(=O)(=O)NC(C)(C)C)cc2)CC1
#7 O=C(NCC(c1cccnc1)N1CCOCC1)c1ccco1 (configuration not stated)
#8 O=C(Oc1ccc2ccccc2c1Br)N1CCCCCC1
#9 COc1ccc(-n2nc(N)c(C(N)=O)n2)cc1
Compound,1,2,3,4,5,6,7,8,9
CaV13 FRET inh,-5,-13,-1,2,-3,-5,-5,-9,-4
Vif inh,3,-6,12,0,7,-2,5,-15,2
NR2E3 ag-2,-52,-32,-66,-16,6,-34,8,-55,-23
Exocytosis inh,3,-26,-4,3,-1,-6,-2,-4,0
Peg3 promoter,15,-26,-9,6,-4,10,-8,-182,-63
HIF-2a block,6,-42,0,12,2,14,9,-131,-84
aDG glyco up,-0.4,0.1,0.0,0.0,0.3,0.0,0.2,0.2,-0.1
PDI inh,3,0,-9,-1,-6,0,-9,-11,5
MITF TRPM1 inh,-2,1,-20,12,-12,7,3,-42,-16
hiPSC survival,-1.0,1.6,2.2,0.4,1.4,-0.6,2.6,-4.3,-0.9
NR2E3 ag-1,0,8,2,0,-5,nt,-2,3,2

The whole of this part, previewed entries included:
#1 COc1cccc(C(C(=O)NCC2CCCO2)N(CC2CCCO2)C(=O)CN2C(=O)c3ccccc3S2(=O)=O)c1 (configuration not stated)
#2 O=[N+]([O-])c1cccc(-c2nc3ccccc3s/c2=N/O)c1
#3 CN(C)c1ccc(C(=O)Nc2cc(C(F)(F)F)ccc2-n2cncn2)cc1
#4 Cc1cccc(NC(=S)N2CCCCC2c2cccnc2)c1C (configuration not stated)
#5 CC(=O)Nc1ccc(C(=O)OCC(=O)NC2CCCCCCC2)cc1
#6 CCOC(=O)N1CCN(C(=O)CCc2ccc(S(=O)(=O)NC(C)(C)C)cc2)CC1
#7 O=C(NCC(c1cccnc1)N1CCOCC1)c1ccco1 (configuration not stated)
#8 O=C(Oc1ccc2ccccc2c1Br)N1CCCCCC1
Compound,1,2,3,4,5,6,7,8
CaV13 FRET inh,-5,-13,-1,2,-3,-5,-5,-9
Vif inh,3,-6,12,0,7,-2,5,-15
NR2E3 ag-2,-52,-32,-66,-16,6,-34,8,-55
Exocytosis inh,3,-26,-4,3,-1,-6,-2,-4
Peg3 promoter,15,-26,-9,6,-4,10,-8,-182
HIF-2a block,6,-42,0,12,2,14,9,-131
aDG glyco up,-0.4,0.1,0.0,0.0,0.3,0.0,0.2,0.2
PDI inh,3,0,-9,-1,-6,0,-9,-11
MITF TRPM1 inh,-2,1,-20,12,-12,7,3,-42
hiPSC survival,-1.0,1.6,2.2,0.4,1.4,-0.6,2.6,-4.3
NR2E3 ag-1,0,8,2,0,-5,nt,-2,3

#9 COc1ccc(-n2nc(N)c(C(N)=O)n2)cc1
#10 Cc1ccc(C(=O)COC(=O)C2CC(=O)N(c3nc(-c4ccccc4)cs3)C2)cc1 (configuration not stated)
#11 COc1ccccc1NC(=O)OCC#CCOC(=O)Nc1ccccc1OC
#12 COc1cc(-c2nc3ccccn3c2/N=C/c2cc(OC)c(OC)c(OC)c2)ccc1O
#13 O=C1c2oc3ccccc3c(=O)c2C(c2cccnc2)N1Cc1ccco1 (configuration not stated)
#14 COc1ccc(C)cc1NC(=O)CN1CCN(c2ccccc2F)CC1
#15 Cc1cc(C)cc(OCC(=O)N(Cc2ccco2)c2c(N)n(Cc3ccccc3)c(=O)[nH]c2=O)c1
#16 NC(=O)c1c(NC(NC(=O)c2ccco2)C(=O)c2ccc(Cl)cc2)sc2c1CCCC2 (configuration not stated)
Compound,9,10,11,12,13,14,15,16
CaV13 FRET inh,-4,-5,-4,nt,-8,nt,-7,-5
Vif inh,2,-3,-9,nt,nt,10,-2,11
NR2E3 ag-2,-23,-9,0,-6,5,0,-13,-11
Exocytosis inh,0,8,-11,-3,-5,0,-3,-2
Peg3 promoter,-63,5,21,-60,6,15,4,-3
HIF-2a block,-84,7,2,-47,13,10,1,-26
aDG glyco up,-0.1,0.0,0.0,0.3,-0.1,1.6,0.1,-0.3
PDI inh,5,15,10,-1,3,2,-8,0
MITF TRPM1 inh,-16,11,0,-10,0,2,3,-3
hiPSC survival,-0.9,0.8,1.4,-0.4,3.8,5.9,0.0,-3.1
NR2E3 ag-1,2,3,-3,-4,1,2,6,1

#17 COc1ccccc1N1CCN(C(=O)C2CCN(C(=O)c3ccccc3Cl)CC2)CC1
#18 CCC1(CC)N([O-])C(C)=C(c2ccccc2)[N+]1=O
#19 CC1(C)CC(=O)N(c2ccc(Cl)c(Cl)c2)C(=O)C1
#20 Cc1ccc(-c2nnc(-c3cc(C)on3)o2)cc1
#21 Cn1c(=O)[nH]c(=O)c2c1nc(Br)n2Cc1ccccc1F
#22 CCN(CC)C(=O)CCSc1nnc(-c2ccncc2)o1
#23 CCOC(=O)N1CCN(C(=O)CCCn2c(=S)[nH]c3ccsc3c2=O)CC1
#24 O=C(NCc1ccccc1)C(c1ccc(F)cc1)N(Cc1cccs1)C(=O)c1cnccn1 (configuration not stated)
Compound,17,18,19,20,21,22,23,24
CaV13 FRET inh,-6,-3,-19,-4,nt,-2,3,-13
Vif inh,-4,2,-1,-7,nt,5,-5,2
NR2E3 ag-2,-11,-27,-9,-112,-7,7,-3,-1
Exocytosis inh,-4,-3,-7,-6,2,-3,-1,-6
Peg3 promoter,13,1,7,-208,15,12,-1,40
HIF-2a block,13,25,11,-192,22,15,14,15
aDG glyco up,-0.3,0.5,0.0,0.0,-0.2,0.0,-0.1,-0.3
PDI inh,1,2,6,-2,-6,-2,-1,-1
MITF TRPM1 inh,9,1,0,-49,21,-1,-5,-6
hiPSC survival,1.3,1.4,0.6,-0.7,1.6,1.7,0.0,-1.7
NR2E3 ag-1,nt,3,2,3,-1,1,0,1

#25 CC(C)C[C@@H](COCc1cccc(Cl)c1)N1CCN(C(=O)c2ccc(C(F)(F)F)cc2)CCC1=O
#26 Cc1nc(C(F)(F)F)ccc1C(=O)N1CCC1(C)C(=O)NS(=O)(=O)c1ccccc1 (configuration not stated)
#27 CCCCCCn1c(=O)n2n(c1=O)[C@@H]1CN(S(=O)(=O)c3ccc(C)cc3)C[C@]1(O)[C@@H](OC(=O)NC1CCCC1)C2
#28 Cc1cc(C)c(C)c(OCC(=O)N2CCOCC2)c1
#29 CCOC(=O)CN1C(=O)CN(c2ccc(C)cc2)C1=O
#30 O=C1NC(=O)C(c2ccccc2)(c2ccccc2)N1S(=O)(=O)c1ccccc1
#31 CCCn1nc(C(=O)Nc2ccc(S(=O)(=O)Nc3nccs3)cc2)c2ccccc2c1=O
#32 COc1cc(OC)cc(C(=O)Nc2ccc(S(=O)(=O)Nc3ncccn3)cc2)c1
Compound,25,26,27,28,29,30,31,32
CaV13 FRET inh,-7,-6,-5,-6,-5,-6,-8,-2
Vif inh,nt,5,-1,13,-2,-2,-23,-1
NR2E3 ag-2,-12,-2,-17,1,-26,13,-3,-12
Exocytosis inh,-2,6,2,-2,-26,12,0,3
Peg3 promoter,nt,12,14,11,-128,-9,36,14
HIF-2a block,12,18,15,7,-106,16,8,16
aDG glyco up,0.2,-0.1,0.1,0.0,-0.2,0.3,-0.2,0.2
PDI inh,nt,-40,6,1,-8,-8,-4,9
MITF TRPM1 inh,nt,nt,nt,-9,-11,nt,-11,12
hiPSC survival,-0.5,3.0,0.3,0.5,2.9,-0.9,8.2,0.2
NR2E3 ag-1,nt,nt,nt,-1,-2,nt,-2,-2

#33 O=S(=O)(c1ccc(Cl)cc1)N1c2ccccc2Oc2nc3ccccc3nc21
#34 Cn1c(-c2c(N)n(C3CCCC3)c3nc4ccccc4nc23)nc2ccccc21
#35 CC(C)(C)N(Cc1ccccc1)C(=O)c1cccs1
#36 CCOC(=O)c1[nH]c2ccccc2c1NC(=O)NC(C)C
#37 O=C(CSc1nc2[nH]ncc2c(=O)[nH]1)c1ccccc1
#38 CCOC(=O)C1CCN(S(=O)(=O)c2ccc(CC)cc2)CC1
#39 Cc1ccc(NC(=O)c2cccc(S(=O)(=O)N3CCN(C)CC3)c2)cc1F
#40 O=C(NCC1CCCO1)c1cnn2c(C(F)F)cc(C3CC3)nc12 (configuration not stated)
Compound,33,34,35,36,37,38,39,40
CaV13 FRET inh,0,-23,-1,-5,-5,-10,-7,nt
Vif inh,nt,i,-6,-3,1,-6,-3,-8
NR2E3 ag-2,-14,-10,-16,-6,15,0,-8,13
Exocytosis inh,6,3,-9,-4,-6,2,12,1
Peg3 promoter,-27,29,9,10,0,7,-3,11
HIF-2a block,-51,-22,15,10,-8,12,-22,5
aDG glyco up,-0.3,2.3,-0.1,0.0,0.2,0.1,0.0,-0.1
PDI inh,-2,2,1,-6,-8,-3,-11,-1
MITF TRPM1 inh,7,17,3,10,-7,5,41,-1
hiPSC survival,-1.4,-2.9,0.1,0.1,-1.6,-0.3,0.3,-0.2
NR2E3 ag-1,0,3,3,0,6,2,-1,nt

#41 COc1cc(OC)c(OC)cc1/C=N/n1c(C)nnc1C
#42 O=C(c1ccco1)N1CCN(CCOc2ccc(F)cc2)CC1
#43 Cn1ccnc1SCC(=O)c1ccc(Cl)cc1
#44 CC(=O)N1C(c2ccccc2O)C[C@]2(C)CC(=O)NC12 (some centres not stated)
#45 O=C(CSc1nnnn1Cc1ccccc1)Nc1ccccc1
#46 COc1ccc(CNn2c(C)nc3ccccc3c2=O)cc1
#47 Cn1c(/C=C(\C#N)C(N)=S)ccc1-c1ccc(Br)cc1
#48 Cc1nc2c(C)cccn2c1/C(O)=C1\C(=O)C(=O)N(CCN(C)C)C1c1ccco1 (configuration not stated)
#49 O=C(O)C1C2CCC(C2)C1C(=O)NCCc1ccc(F)cc1 (configuration not stated)
Compound,41,42,43,44,45,46,47,48,49
CaV13 FRET inh,nt,nt,-6,1,-5,-2,1,-5,-9
Vif inh,5,11,1,-1,?,-1,-7,-11,0
NR2E3 ag-2,-9,-21,-40,25,2,-27,-92,9,2
Exocytosis inh,-5,-2,-2,1,-1,4,3,-4,-6
Peg3 promoter,4,-2,-159,9,1,0,-51,12,13
HIF-2a block,4,3,-147,12,-6,-51,-201,9,20
aDG glyco up,-0.1,-0.2,-0.2,-0.1,0.0,0.0,0.7,0.0,-0.1
PDI inh,1,-6,5,1,7,6,-4,-10,1
MITF TRPM1 inh,-4,-1,-41,8,1,14,2,12,2
hiPSC survival,3.9,0.2,0.4,0.0,2.0,0.3,-1.9,0.0,-0.3
NR2E3 ag-1,1,2,-3,-2,0,-1,nt,4,2
